# GlmU inhibition: inhibition of mycobacterial GlmU enzyme – biochemical, glucosamine-1-phosphate acetyltransferase (AID 1376); actives 0.25% (n = 220,000); inhibition, %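 (tested at 30 µM in the primary screen)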; hits with a dose series show IC50 in µM; M. tuberculosis GlmU acetyltransferase enzyme assay; higher % means a stronger effect; in the data active = inhibition above about 13%; inconclusive = no clear call, values can overlap the other calls;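 also: 0% = complete reaction with vehicle and 100% = reaction without substrate; strong numbers were not always called active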
# Mtb RmlCD inh: blocks M. tuberculosis RmlC and RmlD coupled enzymes; actives 0.03% (n = 160,000); AID 1533; RmlC+RmlD coupled enzyme assay, percent inhibition; primary screen in compound mixtures; inhibition, % at 3.6 µM; in the data active = inhibition mostly above about 34%, no sharp cut-off; inconclusive = no clear call, values can overlap the other calls; inactive = mostly below about 22%; also: some results filed as inactive read as strong as hits
# Target sequence (P9WH09 whole entry, looked up): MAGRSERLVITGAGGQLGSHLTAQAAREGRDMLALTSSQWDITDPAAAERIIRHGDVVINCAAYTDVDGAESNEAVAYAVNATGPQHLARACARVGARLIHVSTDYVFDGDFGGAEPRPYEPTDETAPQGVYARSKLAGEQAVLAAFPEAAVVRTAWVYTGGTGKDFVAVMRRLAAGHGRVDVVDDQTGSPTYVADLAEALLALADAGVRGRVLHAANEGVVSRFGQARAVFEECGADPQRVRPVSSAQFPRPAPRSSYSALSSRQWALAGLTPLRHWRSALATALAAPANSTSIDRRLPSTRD
# Target sequence (P9WH11 whole entry, looked up): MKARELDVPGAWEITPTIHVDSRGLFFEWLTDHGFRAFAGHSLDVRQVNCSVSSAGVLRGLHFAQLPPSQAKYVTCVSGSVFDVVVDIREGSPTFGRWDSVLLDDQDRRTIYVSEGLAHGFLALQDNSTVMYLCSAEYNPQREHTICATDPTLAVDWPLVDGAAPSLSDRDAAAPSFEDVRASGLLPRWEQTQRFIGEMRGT
# Starred values were filed as active, the others as inactive; ? = inconclusive; · = no result given.
SMILES,GlmU inhibition,Mtb RmlCD inh
O=C(Cc1ccccc1)N1CCN(Cc2cccnc2)CC1,1.0%,·
O=C(c1ccco1)N1CCN(S(=O)(=O)c2ccc(S(=O)(=O)NC3CC3)cc2)CC1,4.1%,2.8
CCOC(=O)C1CCN(S(=O)(=O)c2cc(F)ccc2OC)CC1,-1.4%,-9.1
O=C(CCCn1cnc([N+](=O)[O-])n1)Nc1cccc(Cl)c1Cl,-0.9%,-8.2
COc1cccc(/C=C/C(=O)Nc2ccc3c(c2)OCCO3)c1OC,-4.5%,10.3
CCOc1ccc(Cn2c(C)nc([N+](=O)[O-])c2SCC(O)CCl)cc1[N+](=O)[O-] (configuration not stated),-3.1%,·
COc1ccc(C2=CC(c3c(C)nn(-c4ccccc4)c3Cl)n3nnnc3N2)cc1OC (configuration not stated),0.8%,10.9
CCCCn1c(SCC2CCCCO2)nc2cc(S(N)(=O)=O)ccc21 (configuration not stated),-2.7%,78.1
COc1ccccc1NC(=O)Nc1c(C)nn(C)c1C,-2.3%,16.3
CC(C)(C)c1ccc(C(=O)NN2C(=O)CSC2=S)cc1,-1.3%,-7.5
COc1ccc2[nH]c3nc(SCc4nnc(-c5ccccc5)o4)nnc3c2c1,3.5%,13.3
O=[N+]([O-])c1ccc(/C=N/NC(=S)Nc2ccccc2C(F)(F)F)o1,-3.1%,10.2
CCOC(=O)C(C)c1ccc2cc(OC)ccc2c1 (configuration not stated),5.4%,·
Cc1cc(C(=O)COC(=O)CNS(=O)(=O)c2ccc3ccccc3c2)c(C)n1-c1ccccc1,-4.9%,?
Cc1ccccc1NC(=S)N(C)CCc1ccccn1,-0.8%,12.8
O=C(C1=C[C@H](c2ccc3c(c2)OCO3)C[C@H](OCCCCO)O1)N1CCOCC1,-0.6%,·
Nc1cnc(Br)cc1Br,0.8%,2.3
COc1cccc(-n2c(SCC(N)=O)nnc2-c2c[nH]c3ccccc23)c1,2.3%,7.1
CCOC(=O)N1CCN(C(=O)c2nn(-c3cc(OC)cc(OC)c3)c(=O)c3ccccc23)CC1,·,9.8
Cc1cc(NC(=O)Cc2ccccc2)c2ccccc2n1,-0.1%,7.1
CCCC(=O)OCCNc1cc(SCCC(=O)OC)c2nonc2c1[N+](=O)[O-],2.2%,5.2
COC(=O)CSc1nc(N)c(NC(=O)c2ccc(OC)c(OC)c2)c(=O)[nH]1,2.6%,3.8
CCOc1ccc(C(=O)NCC(=O)N2CCC(C)CC2)cc1OCC,-6.9%,6.5
CCN(CC)c1ccc(C(=O)O)cc1,-1.5%,9.3
CC(C)C(=O)NC(=S)Nc1ccc(S(=O)(=O)Nc2nccs2)cc1,-2.2%,-4.5

# Given with bars between the fields: 2 of the compounds above.
mol | GlmU inhibition | Mtb RmlCD inh
CCCC(=O)OCCNc1cc(SCCC(=O)OC)c2nonc2c1[N+](=O)[O-] | 2.2% | 5.2
CCOc1ccc(C(=O)NCC(=O)N2CCC(C)CC2)cc1OCC | -6.9% | 6.5

# (listing goes on)
SMILES,GlmU inhibition,Mtb RmlCD inh
CCOP(=O)(OCC)/C(C#N)=C/c1cc(OC)ccc1OC,-3.2%,·
CC1=C(C(=O)Nc2ccc(C)cc2C)C(c2ccc(C)o2)NC(=S)N1 (configuration not stated),4.1%,-12.3
CC(Sc1nc(NCc2ccccc2)nc(N(C)C)n1)C(=O)Nc1ccccc1 (configuration not stated),1.2%,-6.4
COc1ccc(-c2nc(-c3ccc(Br)cc3)no2)c(OC)c1,5.6%,·
COc1ccccc1CNC(=O)c1oc2ccc(S(=O)(=O)N3CCCC3)cc2c1C,-0.6%,7.3
COc1ccc(CN2CCC(CO)(CCOc3ccccc3)CC2)cc1C,-2.7%,·
CCC(CC)c1nnc(NC(=O)CCNC(=O)c2ccccc2Cl)s1,7.3%,-6.3
Cc1ccccc1NC(=O)NCCCN1CCN(C2CCCCC2)CC1,1.1%,·
CCCC(C)NC(=O)CSCc1ccc(OC)cc1 (configuration not stated),-3.6%,-13.2
CCn1c(SCC(=O)Nc2sc(C)c(C)c2C#N)nnc1C(C)C,-1.3%,0.0
CCOC(=O)CCc1nn(C)c(=O)c2ccccc12,-4.0%,·
Cc1ccc(S(=O)(=O)Nc2ccccc2C(=O)NCc2cccnc2)cc1,-2.6%,-4.0
COC(=O)CNC(=O)c1c(C)cc(=O)oc1C,4.9%,22.5
O=C1CS/C(=N/N=C\c2ccn[nH]2)N1,-3.9%,10.0
COC(=O)CC1SC(=O)NC1=Nc1ccc(OC)cc1 (configuration not stated),-2.8%,·
CC1=NN(c2nc(-c3ccc(C)cc3)cs2)C(=O)C1N=Nc1ccc2ccccc2c1 (configuration not stated),-2.9%,-5.5
CC(Oc1cccc(F)c1)c1ccnc2nc(/N=C/N(C)C)nn12 (configuration not stated),-7.3%,-14.0
CCOC(=O)/C(C(C)=O)=C1/OC(=O)c2ccccc21,-0.2%,10.3
CCCCCn1c(N2CCC(C(N)=O)CC2)nc2c1c(=O)[nH]c(=O)n2C,-0.1%,·
COc1ccc(-n2nnnc2/C=C/Nc2cc(C(F)(F)F)ccc2OC)cc1,1.9%,3.0
COc1ccc(/C=N/NC(=O)c2ccn[nH]2)cc1COc1ccc([N+](=O)[O-])c(C)c1,11.7%,7.9
COc1ccccc1NS(=O)(=O)c1cc(C)ccc1C,1.0%,-9.5
COc1cccc(NC(=O)C2CCCN(S(=O)(=O)c3cccc4nsnc34)C2)c1 (configuration not stated),4.0%,-5.3
CSc1nc(-c2ccccc2)nc(NC(C)=O)c1C(C)=O,3.8%,4.5
CCOc1ccccc1NC(=O)CCN1CCN(S(=O)(=O)c2ccc(Br)cc2)CC1,-3.7%,-4.6

# Taken from the results shown, four compounds:
SMILES,GlmU inhibition,Mtb RmlCD inh
CC(Oc1cccc(F)c1)c1ccnc2nc(/N=C/N(C)C)nn12 (configuration not stated),-7.3%,-14.0
CCOC(=O)/C(C(C)=O)=C1/OC(=O)c2ccccc21,-0.2%,10.3
CCCCCn1c(N2CCC(C(N)=O)CC2)nc2c1c(=O)[nH]c(=O)n2C,-0.1%,·
COc1ccc(-n2nnnc2/C=C/Nc2cc(C(F)(F)F)ccc2OC)cc1,1.9%,3.0

# Additional structures:
SMILES,GlmU inhibition,Mtb RmlCD inh
COc1cc(C2C(C(=O)c3cccs3)=C(O)C(=O)N2Cc2ccco2)cc(OC)c1OC (configuration not stated),·,22.6
Cc1cc(C)c(C#N)c(SCC(=O)OC2CCCCC2)n1,4.0%,-9.4
Cc1nc(NC(=O)CSc2ccccc2N)sc1C,2.4%,5.0
O=C(N/N=C/c1ccccc1OCc1ccccc1)c1cccs1,-2.8%,-10.9
COc1cccc(OCc2ccc(C(=O)NCC3CCCO3)cc2)c1 (configuration not stated),0.7%,-4.0
COc1ccc(/C=N/Nc2nc(Nc3ccccc3)nc(N3CCCC3)n2)cc1[N+](=O)[O-],0.3%,4.1
COc1ccc(NC(=O)c2cc3c([nH]c4ccccc43)c(C)n2)cc1,7.2%,·
O=C(c1ccc2nc3ccc(Cl)cc3c(=O)n2c1)N1CCOCC1,2.9%,·
Cn1c(SCC(=O)N2CCc3ccccc32)nnc1-c1ccc(S(=O)(=O)N2CCCC2)cc1,2.1%,-3.9
CCc1c(C)nc2ncnn2c1N1CCC(C(=O)Nc2ccccc2)CC1,-1.4%,-2.1
O=C(Cc1cccc2ccccc12)Nc1ccc2c(c1)C(=O)NC2=O,4.8%,-13.1
N/C(=N\OC(=O)c1ccccc1[N+](=O)[O-])c1ccccn1,0.9%,13.8
Clc1cccc(Cl)c1CSc1nnc([C@@H]2CCCN2)o1,-1.1%,9.7
CC(C)c1nc(C(=O)N2CCc3c([nH]c4ccccc34)C2c2ccccn2)cs1 (configuration not stated),-1.0%,0.5
COc1cccc(C(=O)C2CCCN(Cc3ccc4nonc4c3)C2)c1 (configuration not stated),-2.3%,-7.3
CCc1c(C)nc2ncnn2c1N1CCN(S(=O)(=O)c2ccc(OC)cc2)CC1,1.4%,-6.1
C/C(=N\Nc1ccc(Cl)c(C(=O)O)c1)c1ccccn1,-3.4%,·
CCNC(=S)N/N=C/c1cccc(C)c1,-1.7%,-0.7
CCCN(CCC)CCCNC(=O)CN1C(=O)CSc2ccc(S(=O)(=O)N3CCOCC3)cc21,-0.2%,9.2
O=C(OCc1c(Cl)cccc1Cl)c1cnccn1,-1.2%,4.5
CCCOC(=O)c1ccc(Oc2cn[nH]c2-c2ccc(OCC)cc2O)cc1,1.1%,4.8
CCOC(=O)COc1ccc(S(=O)(=O)c2ccc(OCC(=O)OCC)cc2)cc1,0.9%,·
CCN(CC)C(=O)CSc1nnc(-c2cccnc2)n1CCc1ccccc1,5.9%,4.8
COc1ccc(OC)c(NC(=O)C(=O)N/N=C/c2ccccc2[N+](=O)[O-])c1,-2.0%,-3.6
CC(Sc1nc2ccc(Br)cc2[nH]1)C(=O)O (configuration not stated),5.2%,-3.2
# Continuation.
SMILES,GlmU inhibition,Mtb RmlCD inh
O=C(N/N=C/c1ccsc1)c1cc(O)cc(O)c1,1.9%,7.9
O=C(c1cc2nc(C3CC3)cc(C(F)F)n2n1)N1CCOCC1,-0.4%,-4.3
O=C(N/N=C/c1ccc2c(c1)OCO2)c1ccc(Cn2cc([N+](=O)[O-])cn2)o1,-4.3%,2.6
CC(c1ccccc1)N1C(=O)NC(NC(=O)C(C)(C)C)(C(F)(F)F)C1=O (configuration not stated),0.4%,-8.3
C=CCc1ccc(OC(=O)c2ccccc2)c(OC)c1,-3.9%,-7.8
O=C(Nc1ccc(Br)cc1)c1ccc(N2C(=O)C3CC=C(Cl)CC3C2=O)cc1 (configuration not stated),-3.4%,15.9
COc1ccc(S(=O)(=O)NCC2CCCN(C(=O)c3cccnc3)C2)cc1 (configuration not stated),3.9%,-12.1
O=C(NC(=O)c1ccccc1)OCC(F)(F)F,-3.7%,21.3
CN1CCN(C(=O)CCN2C(=O)/C(=C\c3ccc(Cl)cc3Cl)SC2=S)CC1,-3.0%,·
Cc1csc(NC(=O)CSc2nc3sc(C)c(C)c3c(=O)[nH]2)n1,4.2%,·
O=C(c1ccc(CS(=O)(=O)c2ccc(Br)cc2)o1)N1CCOCC1,2.1%,-8.7
COc1ccccc1NC(=O)CN1CCN(c2ccccc2)CC1,0.5%,3.2
COc1ccccc1CN1CCN(Cc2nc(-c3cccs3)no2)CC1,-5.3%,-6.6
Cn1cc(CNC(=O)c2cc(-c3ccccc3)nc3ccc(Br)cc23)cn1,-1.9%,·
N=C(N)N1CCc2ccccc21,3.1%,-16.9
Cn1cccc1/C=C1\SC(=Nc2ccc(O)cc2)NC1=O,2.4%,2.6
O=C(NCCN1CCc2ccccc2C1)C1CCN(S(=O)(=O)N2CCC3(CC2)OCCO3)CC1,6.0%,-6.6
COc1cccc(NC(=O)c2ncn[nH]2)c1,-0.2%,8.8
CSc1nc(N(C)NC(=O)c2ccc(Cl)cc2)c2ccccc2n1,1.0%,-7.4
FC(F)(F)c1cc(N2CCNCC2)c2ccccc2n1,3.4%,-16.4
Cc1ccc(NC(=O)c2ocnc2C)cc1Cl,1.4%,6.5
O=C(CSc1nnnn1Cc1ccccc1)c1ccc(F)cc1,2.8%,·
CN(CC(=O)Nc1ccc(C(N)=O)cc1)CC(=O)Nc1ccccc1Cl,0.9%,7.9
O=C(O)c1ccccc1N1C(=O)C2C3CCC(C3)C2C1=O (configuration not stated),6.5%,-10.8
Cc1ccccc1Nc1nc2ccccc2n1C(C)C,3.9%,3.0
# Next part.
SMILES,GlmU inhibition,Mtb RmlCD inh
ClC1(Cl)CC1Cn1c(C2CC2)nc2ccccc21 (configuration not stated),5.9%,-6.3
COc1cccc(N2CCN(C(=O)CN(C)S(=O)(=O)c3ccc4c(c3)c(=O)n(C)c(=O)n4C)CC2)c1,3.2%,-6.9
O=C(c1cc2ccccc2oc1=O)N1CCSC1c1ccco1 (configuration not stated),0.8%,16.6
C=CCn1c(SCC(=O)O)nnc1-c1cccs1,-0.3%,·
CNC(=O)c1c(NC(=O)c2nc3ccccc3s2)sc2c1CCC2,1.7%,7.4
Cc1ccccc1NC1=NC(=S)N(CC(N)=O)C12CCOC(C)(C)C2 (configuration not stated),-5.5%,-8.1
O=C1NC2(CCCc3ccccc32)C(=O)N1Cc1nnc(-c2ccccc2Br)o1 (configuration not stated),-3.5%,·
C=CCN(CC=C)C(=O)c1ccc(OC2CCN(S(=O)(=O)N(C)C)CC2)cc1,-0.1%,·
Cc1ccc(C)c(NC(=S)NNC(=O)c2csc3c2CCCC3)c1,-4.8%,·
O=C(COC(=O)c1ccc(CSc2ccc(Cl)cc2)cc1)Nc1ccccc1,-0.2%,17.9
CCOCC(=O)Nc1ccc([N+](=O)[O-])cc1Cl,1.6%,5.9
COC(=O)CCCNS(=O)(=O)c1ccc2ccccc2c1,0.6%,·
C=CCc1cccc(/C=N/n2c(C)nnc2C)c1O,4.8%,·
COc1ccc(CCNC(=O)CSc2nc(-c3ccc(OC)c(OC)c3)ccc2C#N)cc1,-0.9%,-7.8
Cc1cc(C(=O)CSc2cccc[n+]2[O-])c(C)n1-c1ccc(Br)cc1,-2.6%,5.8
CCOC(=O)c1ccc2[nH]c3c(c2c1)CCCCC3=O,0.5%,7.0

# A draw from above in order of molecular weight, descending.
SMILES,GlmU inhibition,Mtb RmlCD inh
C=CCN(CC=C)C(=O)c1ccc(OC2CCN(S(=O)(=O)N(C)C)CC2)cc1,-0.1%,·
COC(=O)CCCNS(=O)(=O)c1ccc2ccccc2c1,0.6%,·
C=CCn1c(SCC(=O)O)nnc1-c1cccs1,-0.3%,·

# High-throughput results deposited in PubChem BioAssay by several laboratories.

# The list is partial, so the mix of outcomes need not match the whole.
